# High-throughput results: PubChem BioAssay, Broad Institute
# NSD2 inh: NSD2 histone methyltransferase inhibitors, primary screen, biochemical, AlphaScreen, single concentration, set 2; Histone-lysine N-methyltransferase NSD2 (Homo sapiens), O96028; NSD2 peptide methylation, 120 min; inhibition, % at 12.5 µM; 310,000 tested, 0.54% active; AID 743445, 2014; in the data active means inhibition above about 50%
# Numbers without * were called inactive. These rows are one share of the data; rates above refer to the full screens.
NSD2 inh	structure
-1	COc1ccc(-n2c(-c3ccc(Cl)cc3)n[nH]c2=S)c(OC)c1
-2	COc1ccc(C(C)(O)c2nc(-c3cccs3)cs2)cc1 (stereo not drawn)
1	CCN1CCN(S(=O)(=O)c2ccc(Cl)c(C(=O)N(C)C3CCCCC3)c2)CC1
-1	COc1ccc(-n2c(SCC(=O)NC3CCCCCC3)nnc2-c2ccncc2)cc1
-4	O=C(C1CCC1)N1CCc2cc(S(=O)(=O)N3CCN(c4ccccc4F)CC3)ccc21
-1	OC[C@@H]1CN(Cc2ccc(Cl)cc2)C[C@H](n2cnc3c(N4CCCC4)ncnc32)O1
0	Cc1ccc(F)cc1C(=O)N1CCCC(c2cc(C(=O)Nc3ccccc3)no2)C1 (stereo not drawn)
0	O=C(CNS(=O)(=O)c1ccc(Br)s1)N1CCN(c2ccccn2)CC1
7	CCOc1cccc(C=NNc2nc(=O)cc(C(=O)OC)s2)c1O
1	COc1ccc(C(C)(O)c2nc(-c3ccc4c(c3)OCO4)cs2)cc1 (stereo not drawn)
0	COCCNC(=O)C1CCCN(C(=O)c2ccc(OC)c(F)c2)CC1 (stereo not drawn)
-2	CCOC(=O)c1sc(NC(=O)c2cncc(Br)c2)nc1C
5	Clc1ccccc1-c1cc2nc(NCCCn3ccnc3)ccn2n1
3	Cc1cc(N2CCN(CCO)CC2)n2nc(C)nc2n1
-5	COc1ccc(C(=O)CSc2nnc(-c3ccccn3)n2-c2ccccc2)cc1
-2	COc1cc(C(=O)O)ccc1OCc1ccccc1
-3	CC(=O)Nc1cc(-c2ccc(F)cc2)cn2c(-c3ccc(F)c(Cl)c3)cnc12
0	CCC(=O)N1CCC(C)(C(=O)Nc2ccc3c(c2)OCCO3)C1 (stereo not drawn)
-2	OC(c1cccc(Cl)c1)c1nc(-c2cc3ccccc3o2)cs1 (stereo not drawn)
1	CC(=O)Nc1cccc(-c2ccnc3c2CC(C(=O)Nc2ccc(Cl)cc2)O3)c1 (stereo not drawn)
-1	COc1ccccc1-c1cc2nc(NCCc3ccc(S(N)(=O)=O)cc3)ccn2n1
-1	COCCN(C(=O)CSc1nnc(-c2cccc(Cl)c2)n1N)c1c(N)n(CC(C)C)c(=O)[nH]c1=O
4	COc1ccc(-c2cc(-c3ccccc3)c(-c3ccccc3)nn2)cc1
-3	COCCNC(=O)C1(C)CCN(Cc2ccc3ccccc3c2Br)C1 (stereo not drawn)
-2	COC(=O)CC1(C(=O)OC)Nc2cc(Cl)c(Cl)cc2S(=O)(=O)N1O (stereo not drawn)
1	CC(C)Nc1nc(Nc2ccc(Cl)cc2F)c2sccc2n1
-3	CC(OC(=O)c1ccc2c(c1)OCO2)C(=O)NC1CCCCC1 (stereo not drawn)
-3	O=C(Nc1cccc2c1CCCC2)c1cc(C2CCCCN2C(=O)OCCF)on1 (stereo not drawn)
-5	OC[C@@H]1CN(Cc2ccc(F)cc2)C[C@H](n2cnc3c(N4CCOCC4)ncnc32)O1
1	C=CCn1c(COc2ccc(Cl)cc2)nnc1SCC(=O)c1ccc(-c2ccccc2)cc1
1	COc1ccc(N2CCN(C(=O)C(=O)c3cn(CC(=O)N4CCCC4)c4ccccc34)CC2)cc1
-16	Cn1nc(SCc2ccccc2)c(=O)[nH]c1=O
5	Cc1c(C(=O)Nc2nccs2)oc2ccccc12
-3	O=S(=O)(c1ccc(NC(=S)NC23CC4CC(CC(C4)C2)C3)cc1)N1CCCCC1
-2	COC(=O)[C@]12C[C@H](CC(=O)N3CCN(C(=O)C4CC4)CC3)C(=O)N(Cc3ccccc3)C1=C[C@H](C(C)(C)C)O[C@@H]2C
5	Cc1ccc(CNC(=S)Nc2ccc3c(c2)c(=O)n(C)n3Cc2cccc(C(F)(F)F)c2)cc1
2	CCOc1ccc(-c2cccc(NS(=O)(=O)c3cccc([N+](=O)[O-])c3)c2)nn1
9	C/C(=N/NC(=O)c1cccnc1)c1cccc(O)c1
7	CCCCN(C=O)c1c(CC)nc2c(OCC(=O)C(C)(C)C)cccn12
-4	CCCC/C=C1/[C@@H](CC)N(Cc2ccc(OC)cc2OC)C2=N[C@@H](c3ccccc3)CC(=O)N21
0	COc1cccc(C(NC(C)=O)c2nc(-c3ccccc3OC)cs2)c1 (stereo not drawn)
-4	O=[N+]([O-])c1ccc(-c2cn(-c3ccc(Cl)cc3)cn2)cc1
1	COc1cc(CNc2ncnc3c2ncn3[C@H]2CN(Cc3cc(OC)c(OC)c(OC)c3)C[C@@H](CO)O2)cc(OC)c1OC
2	c1ccc(NN(Cc2ccncc2)c2ccccc2)cc1
-2	CC1(C(=O)NS(=O)(=O)c2ccccc2)CCN1C(=O)Cc1ccc(Cl)cc1Cl (stereo not drawn)

# Quoted at random: 7 records from the list.
NSD2 inh	structure
3	Cc1cc(N2CCN(CCO)CC2)n2nc(C)nc2n1
1	COc1cc(CNc2ncnc3c2ncn3[C@H]2CN(Cc3cc(OC)c(OC)c(OC)c3)C[C@@H](CO)O2)cc(OC)c1OC
7	CCOc1cccc(C=NNc2nc(=O)cc(C(=O)OC)s2)c1O
-5	COc1ccc(C(=O)CSc2nnc(-c3ccccn3)n2-c2ccccc2)cc1
1	CC(=O)Nc1cccc(-c2ccnc3c2CC(C(=O)Nc2ccc(Cl)cc2)O3)c1 (stereo not drawn)
-2	COC(=O)CC1(C(=O)OC)Nc2cc(Cl)c(Cl)cc2S(=O)(=O)N1O (stereo not drawn)
1	COc1ccc(N2CCN(C(=O)C(=O)c3cn(CC(=O)N4CCCC4)c4ccccc34)CC2)cc1

# The listing picks up, repeating the 3 entries before the break.
NSD2 inh	structure
1	COc1cc(CNc2ncnc3c2ncn3[C@H]2CN(Cc3cc(OC)c(OC)c(OC)c3)C[C@@H](CO)O2)cc(OC)c1OC
2	c1ccc(NN(Cc2ccncc2)c2ccccc2)cc1
-2	CC1(C(=O)NS(=O)(=O)c2ccccc2)CCN1C(=O)Cc1ccc(Cl)cc1Cl (stereo not drawn)
-3	COCCCNC(=O)c1oc(=O)c2ccccc2c1-c1ccc(C)cc1
-2	COc1ccc(CCCNC(=O)C2Cc3c(-c4cccc(NC(C)=O)c4)ccnc3O2)cc1 (stereo not drawn)
2	CCCCCc1ccc(-c2n[nH]c(=O)c3ccccc23)cc1
-1	Cc1ccc(F)c(S(=O)(=O)NC(=O)C2(C)CCN2C(=O)Cc2ccccc2)c1 (stereo not drawn)
3	O=C(CNSc1ccc([N+](=O)[O-])cc1[N+](=O)[O-])OCc1ccccc1
13	CCCN1CCN(CCCNC(=O)CN2C(=O)COc3ccc(C(C)(C)C)cc32)CC1
3	CNC(=O)C1CN(C(=O)c2nn(Cc3ccccc3)c(=O)c3ccccc23)c2ccccc2O1 (stereo not drawn)
0	c1ccc(-c2ccc(CNc3nc(-c4ccccn4)nnc3-c3ccccc3)cc2)cc1
1	O=c1ccc2cccc([N+](=O)[O-])c2[nH]1
2	COc1cc(-c2cc3nc(NCc4cccc(Cl)c4)ccn3n2)cc(OC)c1OC
-1	CC(=O)Nc1nnc([N+](=O)[O-])s1
0	COc1ccc(C=C(C(=O)c2ccccc2)C(=O)c2ccccc2)cc1
-1	O=S(CC(O)c1ccccc1)c1ccccc1 (stereo not drawn)
7	CCN(CC(=O)Nc1ccc(NC(C)=O)cc1)C(=O)C1CC(=O)N(c2ccc3c(c2)OCCO3)C1 (stereo not drawn)
-5	Cc1onc(-c2c(F)cccc2Cl)c1C(=O)Nc1cc2cc([N+](=O)[O-])ccc2oc1=O
-5	CN(C)c1ccc(NC(=O)Nc2nnc([C@H]3C[C@H](O)[C@@H](CO)O3)s2)cc1
2	COc1cccc(CC(=O)Nc2ccc3c(c2)c(=O)n(C)n3-c2ccc(C(C)(C)C)cc2)c1
15	CCC(CC)C(C(=O)NCc1ccccc1)N1CCN(C(=O)C2CCCO2)CC1 (stereo not drawn)
-1	COc1cccc(CNC(=O)CNS(=O)(=O)c2ccc3nc(C)sc3c2)c1OC
-1	CCOC(=O)C1(C)CCCCN1C(=O)c1cccnc1 (stereo not drawn)
-6	COc1ccc2nc(Cl)c(C=O)c(N3CCOCC3)c2c1
4	COc1cccc(CNc2nc3cc(-c4cccc(Cl)c4)sc3c(=O)n2C)c1OC
-16	Cn1c(-c2ccccc2)cc(=NNS(C)(=O)=O)c2cc(S(=O)(=O)O)ccc21
-3	CS(=O)(=O)Nc1ccc(-c2cccc3nccn23)cc1
3	S=C(Nc1ccccc1)Nc1ccccn1
0	CCOC(=O)N1CCC(NC(=O)c2ccc3c(c2)sc2nc(-c4cccc(OC)c4)cn23)CC1
-12	O=C(CSc1nc2ccccc2nc1N1CCCCC1)N1CCN(S(=O)(=O)c2cccc([N+](=O)[O-])c2)CC1
-3	Cc1ccc(S(=O)(=O)N(C)C)cc1NC(=O)COC(=O)c1cccs1
0	COc1ccc(CN2C(=O)C(CC(=O)NCCc3ccccn3)CC(C(=O)N3CCCCCC3)=C2C)cc1 (stereo not drawn)
1	OC(c1ccc(Cl)c(F)c1)c1ncc(-c2ccccc2F)[nH]1 (stereo not drawn)
-2	O=C(CCc1nc(-c2ccccc2F)no1)NCCc1ccccc1F
0	CCc1nc2ccc(C(=O)NCCC(C)C)cn2c1N(C)Cc1ccc(OC)cc1
-1	CCCC(=O)Nc1nnc(SCC(=O)Nc2ccc(OCC)cc2)s1
1	CC1(Cc2ccccc2Cl)C(=O)Nc2cc(-c3ccccc3Cl)ccc21 (stereo not drawn)
4	COc1cccc(-c2cnc3c(NC=O)cc(-c4ccccc4)cn23)c1
-1	CNC(=O)C1(C)Cc2c(-c3ccc(NC(C)=O)cc3)ccnc2O1 (stereo not drawn)
-1	COc1ccc(CNC(=O)Nc2nc(C(N)CCc3ccccc3)cs2)cc1 (stereo not drawn)
1	Cc1ccc(-n2c(Cc3cccs3)nnc2SCc2ccc(C#N)cc2)cc1
-1	COC(=O)c1c(NC(=O)C2COc3ccccc3O2)sc2c1CCN(C(=O)OC)C2 (stereo not drawn)
-2	COc1ccc(N=C2SCC(=O)N2C)cc1
21	Cn1cc(-c2coc3c(C(=O)NCc4ccco4)cccc23)cn1
1	CCOc1ccc(-n2c(SCC(=O)Nc3ccc(Oc4ccccc4)cc3)nnc2-c2ccncc2)cc1
0	CCOc1cc(/C=N/NC(=O)c2nnn(-c3nonc3N)c2C)ccc1OCc1ccc(C)cc1
0	COCC(=O)Oc1cc(-c2ccc(C)cc2C)c(OC(=O)COC)c(-c2ccc(C)cc2C)c1
48	O=C(NCc1cccc(Cl)c1)c1ccc(-n2ccnc2)c2ccoc12
-5	O=C(Nc1cccc(S(=O)(=O)C(F)(F)F)c1)[C@@H]1O[C@H](CO)[C@@H](O)[C@H]1O
3	COc1cc(NC(=O)C2CCCN(S(=O)(=O)c3ccccc3[N+](=O)[O-])C2)cc(OC)c1 (stereo not drawn)
-1	CCCCNC(=O)C1(C)CCCCN1C(=O)c1ccc(OC)c(C(F)(F)F)c1 (stereo not drawn)
-2	CC(C)(C)c1ccc(C(=O)N2CCC2(C)C(=O)NS(=O)(=O)c2ccc(C#N)cc2)cc1 (stereo not drawn)
0	COc1ccc(CSc2ccc(S(=O)(=O)N3CCCC3)cn2)cc1F
-5	CC1(C(=O)NS(=O)(=O)Cc2cccc(Cl)c2)CCN1C(=O)Cc1ccccc1 (stereo not drawn)
-1	OC(c1cccc(Cl)c1)c1nc(-c2ccoc2)cs1 (stereo not drawn)
-4	Cc1ccc(Cl)cc1NC(=O)CCS(=O)(=O)c1ccc2c(c1)n(C)c(=O)c(=O)n2C
-5	CCCOc1nccc2c1n(C)c(=O)n2C
0	CC(=O)Nc1cccc(-c2ccnc3c2CC(C(=O)NC(C)C)O3)c1 (stereo not drawn)
-1	COc1cc(OC)cc(C(=O)Nc2cccc(NC(=O)c3cccs3)c2)c1
-1	OC(c1ccc(-c2ccccc2)cc1)c1ncc(-c2ccc(C(F)(F)F)cc2)[nH]1 (stereo not drawn)
56*	O=C(Nc1cc(C(F)(F)F)ccc1N1CCCC1)C1CC(=O)N(Cc2ccccc2)C1 (stereo not drawn)
-8	COc1ccc([C@H]2OC(=O)C[C@H]2C(=O)N2CCCC2)cc1OC
-5	CCCCN(C=O)c1c(CC)nc2c(OCc3cccc(Cl)c3)cccn12

# (list continues)
NSD2 inh	structure
0	CC1(C(=O)NCCc2ccccc2)Cc2c(-c3ccc(C(N)=O)cc3)ccnc2O1 (stereo not drawn)
1	COC(=O)c1cccc(CN2C(=O)C(C)Sc3ccc(C(C)=O)cc32)c1 (stereo not drawn)
-1	Nn1c(SCC(=O)N2CCCC2)nnc1C1CCCCC1
5	O=C(NCCCN1CCOCC1)/C(=C/c1ccc(-c2cccc([N+](=O)[O-])c2)o1)NC(=O)c1ccccc1
-3	CSc1ccc(NC(=O)C2(C)CCN2C(=O)C2(c3ccccc3)CC2)cc1 (stereo not drawn)
-2	CC1(C(=O)NCc2ccco2)CCN1C(=O)C1(c2ccccc2)CC1 (stereo not drawn)
0	COc1ccc(S(=O)(=O)N2CCOCC2)cc1NC(=O)Cc1ccc(F)cc1
-1	COC(=O)C1=C(C)N(C)C(=NCc2ccccc2C(F)(F)F)NC1c1cccc(F)c1 (stereo not drawn)
-2	Oc1ccc(C=NNC(=S)Nc2ccccc2)nc1
-5	Cc1ccc(C)c(C(O)c2ncc(-c3cccc(F)c3)[nH]2)c1 (stereo not drawn)
-2	O=C(NCCc1ccccc1)c1ccc(-c2cccnc2)c2ccoc12
3	Brc1ccccc1Cn1nnc(-c2ccc(N3CCOCC3)cc2)n1
3	COc1ccc(NC(=O)C2(C)CCN2C(=O)Cc2ccc(Cl)cc2Cl)cc1OC (stereo not drawn)
-2	CCc1nc2ccc(C(=O)N3CCC(C(N)=O)CC3)cc2nc1CC

# Compounds listed so far that contain an NH in an aromatic ring:
NSD2 inh	structure
-1	COc1ccc(-n2c(-c3ccc(Cl)cc3)n[nH]c2=S)c(OC)c1
-1	COCCN(C(=O)CSc1nnc(-c2cccc(Cl)c2)n1N)c1c(N)n(CC(C)C)c(=O)[nH]c1=O
-16	Cn1nc(SCc2ccccc2)c(=O)[nH]c1=O
2	CCCCCc1ccc(-c2n[nH]c(=O)c3ccccc23)cc1
1	O=c1ccc2cccc([N+](=O)[O-])c2[nH]1
1	OC(c1ccc(Cl)c(F)c1)c1ncc(-c2ccccc2F)[nH]1 (stereo not drawn)
-1	OC(c1ccc(-c2ccccc2)cc1)c1ncc(-c2ccc(C(F)(F)F)cc2)[nH]1 (stereo not drawn)
-5	Cc1ccc(C)c(C(O)c2ncc(-c3cccc(F)c3)[nH]2)c1 (stereo not drawn)
